# Source: PubChem (National Center for Advancing Translational Sciences (NCATS))
# HT1080-NT tox: kills 2HG-producing HT-1080-NT fibrosarcoma cells. HT-1080-NT fibrosarcoma viability, CellTiter-Glo ATP luminescence, 48 h. Potency, µM (doses to about 46.1 µM), for inactives: top-dose activity, negative = less viability, most hits filed as cytotoxic. hit rate 1.6% among 360,000. AID 686970;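 note: NT is the 2HG producing partner of a matched IDH1 knockdown line; potency is the fitted concentration of half-maximal effect; 0% = DMSO-treated cells and -100% = media-only wells without cells; nearly all actives have a fitted effect of over 55% in size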
#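 HT-1080-NT fibrosarcoma cells (2HG-overproducing), 750 cells/well in RPMI with 5% FBS, dosed after 2 h and incubated 48 h at 37C. CellTiter-Glo luminescence normalized to DMSO and no-cell wells; concentration-response curves fitted and classed.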
# SW480 rerep: inducers of DNA re-replication in SW480 colon cancer cells. SW480 DNA re-replication, Hoechst DNA content imaging, 48 h. Potency, µM (highest dose often 46.1 µM), for inactives: top-dose re-replication activation, actives largely listed as activators. hit rate 1.8% among 340,000. AID 624297; note: potency is the fitted concentration of half-maximal effect; % of control where 0% means no effect; nearly all actives have a fitted effect of over 55% in size
#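 250 cells/well; 23 nL cpd via pin tool; 48 hr, 37 C, 5% CO2; Hoechst 40 min; imager read of total nuclear intensity, ex 405/em 500-530 nm.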
# HT1080 IDH1KD tx: kills HT-1080 cells with IDH1 knockdown. HT-1080 IDH1 knockdown viability, ATP luminescence, 48 h. Potency, µM (top dose mostly 46.1 µM), inactives show top-dose activity, negative = toxicity, hits mostly cytotoxic. hit rate 2% among 360,000;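 note: potency is the fitted concentration of half-maximal effect; 0% = DMSO wells and -100% = cell-free medium wells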
#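 Assay cells: HT-1080 with IDH1 knockdown, 750 per well, RPMI/5% FBS. Exposure: 48 h at 37 °C following 2 h pre-incubation. Read: CellTiter-Glo luminescence; fitted concentration-response, curve class assigned.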
# ATXN2 expr inh: inhibitors of ATXN2 expression; HEK-293 ATXN2-luciferase reporter, luminescence, 24 h; hit rate 0.72% among 360,000; Potency, µM (titrated, usually from 57 µM), for the others: at the highest dose activity change, negative = inhibition, hits mostly inhibitors; note: potency is the fitted concentration of half-maximal effect; % is set by controls: 0 for no effect and ±100 for the full control effect; nearly all actives have a fitted effect of over 55% in size
#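 qHTS (up to 57 uM final) was run with 24 h compound exposure of reporter cells at 37 °C. Each well was multiplexed: SteadyGlo luminescence measured ATXN2-luciferase expression after a fluorogenic Gly-Phe-AFC viability readout (25 uM final).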
# KB-3-1 tox: KB-3-1 parental cell cytotoxicity. KB-3-1 viability, CellTiter-Glo ATP luminescence, 72 h. Potency, µM (top dose mostly 46.1 µM), without a hit: at the highest dose activity change, negative = cytotoxic, actives largely listed as cytotoxic. hit rate 1.4% among 400,000. AID 1347075; note: potency is the fitted concentration of half-maximal effect; % is set by controls: 0 for no effect and ±100 for the full control effect; nearly all actives have a fitted effect of over 60% in size
#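 Multi-concentration cytotoxicity screen in KB-3-1 cells grown in DMEM lacking phenol red with 10% FBS. After 72 h at 37 °C with compound, ATP-dependent luminescence was recorded.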
# HepG2 tox: counter-screen for TGF-b inhibitors: cytotoxicity in HepG2 cells; hit rate 0.76% among 410,000; AID 588856; Potency, µM (doses to about 46.1 µM), for the others: at the top dose activity change, negative = cytotoxicity, most hits filed as cytotoxic; HepG2 CAGA-GFP viability, ATP luminescence, 18 h; note: potency is the fitted concentration of half-maximal effect; some results filed as inactive show a strong effect at the top dose
#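 CellTiter-Glo luminescence gave cytotoxicity after 18 hours at 37 degrees C. The cells were HepG2 CAGA-GFP in 1% FBS DMEM, stimulated with 500 pg/mL TGF-beta after compound addition. %Activity was normalised to no-cell wells (complete cell-killing) and DMSO (no toxicity), and curves were fitted and classified.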
# MCF10A rereplic: inducers of DNA re-replication in MCF 10A breast cells; MCF 10A DNA re-replication, Hoechst nuclear intensity, 48 h; Potency, µM (doses to about 46.1 µM), for inactives: top-dose activity, positive = re-replication, usual class: activators; hit rate 2.9% among 350,000; note: potency is the fitted concentration of half-maximal effect; % of control where 0% means no effect; nearly all actives have a fitted effect of over 50% in size
# ATXN viability: viability counter-screen for ATXN expression inhibitors. S2 cells (HEK-293 line with an ATXN2-luciferase reporter) viability, CellTiter-Fluor protease fluorescence, 24 h. Potency, µM (highest dose often 56.7 µM), most hits filed as cytotoxic. hit rate 0.49% among 400,000; note: potency is the fitted concentration of half-maximal effect; nearly all actives have a fitted effect of over 40% in size
# IL1B secr inh: inflammasome signaling inhibition, IL-1 beta readout | THP-1 LPS/ATP IL-1B secretion, AlphaLISA, 16 h; stronger effect = lower value | activity change, % at 57.5 µM | hit rate 4.7% among 360,000; in the data active = activity change below about -50%; inconclusive = mostly about -30% to -49%; note: % is set by controls: 0 for no effect and ±100 for the full control effect
#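 Secreted IL-1B measured by AlphaLISA bead assay after 16 h compound exposure of THP-1 cells; compounds (final up to 57.5 uM) added 1 h before LPS (250 ng/mL) and ATP (1.25 mM) stimulation; lower signal means less secretion.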
# The depositor's hits bear a star; i = inactive; ? = inconclusive; / = no result given; [ ] = dose if it differs, or a comment. Unless noted, calls come from the whole dose curve; as a rule, active = well fitted curve in the direction sought with a large enough effect; inconclusive = small, poorly fitted or top-dose-only effect, or another doubt; inactive = no such curve, though single readings can be large; an effect the other way counts as inactive or inconclusive.
# Screens by letter: A = HT1080-NT tox; B = SW480 rerep; C = HT1080 IDH1KD tx; D = ATXN2 expr inh; E = KB-3-1 tox; F = HepG2 tox; G = MCF10A rereplic; H = ATXN viability; I = IL1B secr inh
CC(C)N(CCO)C(=O)C(c1ccccc1)c1ccccc1
  A: 16% | B: -1% | C: 9% | D: -4% | E: 9% | F: 25% | G: -3% | H: i | I: 8

Cc1ccc(S(=O)(=O)N(C)C)cc1NC(=O)COC(=O)Cc1ccsc1
  A: 0% | B: -30%[inhibitor] | C: -5% | D: 3% | E: 8% | F: 5% | G: -3% | H: i | I: 17

CSc1nnc(-c2ccc(Cl)cc2Cl)o1
  A: ? | B: -2%[9.22 µM] | C: 15% | D: 39%[activator] | E: 11% | F: 7% | G: 2% | H: i | I: -3

CC1=Nc2ccccc2/C1=C\c1sc(Nc2ccc(C)cc2)nc1O
  A: 0.92µM* | B: 1.3µM* | C: 0.65µM* | D: -4% | E: ? | F: -3% | G: ? | H: ? | I: -53*

O=C(Nc1nnc(C2CCCC2)s1)C1CCC1
  A: 9% | B: 3% | C: 6% | D: 35% | E: 12% | F: -23% | G: 13% | H: i | I: 11

CC1CCCCC1NC(=O)CCn1ccc2cc(S(=O)(=O)N3CCCC3)ccc21 (stereo not given)
  A: -1% | B: -11% | C: -12% | D: -11% | E: -2% | F: -1% | G: 9% | H: i | I: -6

Cc1ccccc1C(=O)N1CCC1(C)C(=O)NC(C)C (stereo not given)
  A: 11% | B: / | C: 6% | D: 10% | E: 0% | F: -1% | G: / | H: i | I: 1

COc1ccc(C(=O)Cn2c(NCCCO)nc3ccccc32)cc1OC
  A: -14% | B: -15% | C: -2% | D: -3% | E: 2% | F: 0% | G: 14% | H: i | I: -8

Cc1ccccc1C(=O)NCCCNC(=O)c1cnccn1
  A: 14% | B: -4% | C: -1% | D: 7% | E: 13% | F: 2% | G: -7% | H: i | I: 26

CC(NC(=O)CCC(=O)N1CCCCCC1)c1ccccc1 (stereo not given)
  A: 0% | B: -2% | C: 0% | D: 8% | E: 1% | F: 6% | G: -13% | H: i | I: 27

CCCN(CCC)S(=O)(=O)c1ccc(C(=O)N2CCC(=O)c3ccccc32)cc1
  A: -4% | B: 0% | C: -3% | D: 3% | E: 10% | F: -2% | G: ? | H: i | I: 19

COc1ccc(NC(=O)Cn2c(=O)n(-c3ccc(CC(=O)NCc4ccco4)cc3)c(=O)c3ccccc32)cc1
  A: -11% | B: ? | C: -11% | D: -1% | E: -10% | F: -2% | G: 3% | H: i | I: 90

COc1ccc(C2/C(=C(/O)c3cnn(-c4ccccc4)c3C)C(=O)C(=O)N2CCN(C)C)cc1OC (stereo not given)
  A: 17% | B: -1% | C: 7% | D: 7% | E: -22% | F: -19% | G: 2% | H: i | I: 40

O=C(O)CC(NC(=O)/C(=C/c1ccccc1)NC(=O)c1ccccc1)c1ccccc1 (stereo not given)
  A: 5% | B: ? | C: -1% | D: 8% | E: -9% | F: -1% | G: -1% | H: i | I: 3

COc1cc(OC)c(C2C=CC(=O)CC2)c(OC)c1 (stereo not given)
  A: -19% | B: / | C: -12% | D: 9% | E: ? | F: / | G: / | H: i | I: ?

NC(=O)C1CCCN(C(=O)c2ccc(Cl)c(S(=O)(=O)N3CCc4ccccc43)c2)C1 (stereo not given)
  A: -1% | B: ? | C: -17% | D: -28% | E: -22% | F: -75% | G: -1% | H: i | I: 14

Cc1cc(NC(=O)c2ccc([N+](=O)[O-])o2)ccc1NC(=O)c1ccco1
  A: 5.2µM* | B: 2.3µM* | C: 5.8µM* | D: -8% | E: 5.2µM* | F: -108% | G: ? | H: ? | I: -92*

CCOC(=O)C1(S(=O)(=O)c2ccc(Cl)cc2)CCN(Cc2ccc(C)cc2)CC1
  A: ? | B: 13% | C: ? | D: 1% | E: ? | F: -27% | G: ? | H: i | I: -9

O=C(NCCCN1CCOCC1)c1cc(-c2ccc(F)cc2)on1
  A: -8% | B: -2% | C: -28% | D: -22% | E: -23% | F: -2% | G: 1% | H: i | I: 44

CCOC(=O)c1ccc(NC(=O)Cc2coc3cc4c(cc23)CCC4)cc1
  A: -7% | B: 7% | C: -11% | D: -9% | E: 3% | F: -7% | G: ? | H: i | I: 12

CCC1CCCCN1C(=O)CSc1nnc(-c2cccc(Cl)c2)o1 (stereo not given)
  A: 1% | B: 0% | C: -4% | D: 15% | E: -1% | F: -11% | G: -2% | H: i | I: -21

Cc1cc(C)cc(OCCn2nnc3ccccc32)c1
  A: -12% | B: 19% | C: -11% | D: 54%[activator] | E: 0% | F: 2% | G: 4% | H: i | I: -22

O=C(COc1ccccc1)N(Cc1ccco1)c1ccc(O)cc1
  A: 0% | B: -3% | C: -8% | D: 2% | E: 1% | F: -5% | G: -8% | H: i | I: 8

COc1ccc(C2=NN(S(C)(=O)=O)C(c3cccs3)C2)cc1OC (stereo not given)
  A: -4% | B: -1% | C: 0% | D: 55%[activator] | E: -16% | F: 0% | G: 2% | H: i | I: -9

Cc1ccc(S(=O)(=O)N[C@H](C(=O)OCC(=O)NC(=O)C2CCCCC2)C(C)C)cc1
  A: 0% | B: -2% | C: -1% | D: 2% | E: / | F: 2% | G: -3% | H: i | I: 16

# Single values from the results shown.
# Result of `COc1ccc(NC(=O)Cn2c(=O)n(-c3ccc(CC(=O)NCc4ccco4)cc3)c(=O)c3ccccc32)cc1` under KB-3-1 tox: -10%
# Result of `Cc1ccccc1C(=O)N1CCC1(C)C(=O)NC(C)C` (stereo not given) under HT1080-NT tox: 11%

# (more compounds)
# Screens by letter: A = HT1080-NT tox; B = SW480 rerep; C = HT1080 IDH1KD tx; D = ATXN2 expr inh; E = KB-3-1 tox; F = HepG2 tox; G = MCF10A rereplic; H = ATXN viability; I = IL1B secr inh
COc1ccc(S(=O)(=O)N2CCC(C(=O)NCCc3ccc4c(c3)OCO4)CC2)cc1
  A: 2% | B: 0% | C: 6% | D: 33%[activator] | E: 0% | F: 4% | G: 0% | H: i | I: ?

CC1(C)Cc2ccccc2C(/C(=N\Nc2cccc(Cl)c2)C(N)=O)=N1
  A: 21µM* | B: -5% | C: 21µM* | D: -25% | E: ? | F: -26% | G: ? | H: ? | I: -54*

O=C(CSc1nnc(-c2ccccc2F)n1C1CC1)NCc1ccco1
  A: 6% | B: 4% | C: 10% | D: 2% | E: 25% | F: -4% | G: -8% | H: i | I: 2

O=C(CSc1ccc2ccccc2n1)NCCCN1CCCC1=O
  A: 4% | B: -17% | C: 1% | D: 14% | E: -2% | F: -21% | G: 0% | H: i | I: 0

O=C(Nc1cccc(Cl)c1)N1CCC(CN2CCOCC2)CC1
  A: / | B: / | C: / | D: 14% | E: 12% | F: 1% | G: / | H: i | I: /

CCCCOCCCNC(=O)CN1C(=O)c2ccccc2C1=O
  A: 0% | B: 28% | C: 5% | D: 1% | E: 4% | F: 6% | G: 3.7µM* | H: i | I: 22

Cn1cccc1CC(=O)N/N=C/c1ccc(Cl)cc1
  A: -3% | B: -14% | C: 0% | D: 46%[activator] | E: 0% | F: -53% | G: -2% | H: i | I: -23

Cc1ccc(-c2nc3ccccc3c(=O)n2N)cc1
  A: -5% | B: -9% | C: 1% | D: / | E: 1% | F: -5% | G: 1% | H: i | I: 8

CC(C)(C)CN1C(N)=NC[C@@H]1Cc1ccc(O)cc1
  A: -1% | B: 12% | C: 1% | D: -3% | E: 0% | F: 15% | G: -28% | H: i | I: -7

COc1ccc(N2C(=NC(=O)C3CCCCC3)SC3CS(=O)(=O)CC32)cc1OC (stereo not given)
  A: 6% | B: -2% | C: 5% | D: -5% | E: 18% | F: 5% | G: 0% | H: i | I: -12

O=C(NCc1cccnc1)c1cn(-c2ccccc2)nc1-c1ccccc1
  A: 0% | B: -50%[inhibitor] | C: -1% | D: 22% | E: 5% | F: 0% | G: -51%[inhibitor] | H: i | I: -17

CC1CC(C)CN(CC(=O)c2c[nH]c3ccccc23)C1 (stereo not given)
  A: -2% | B: -1% | C: -5% | D: -7% | E: -23% | F: -1% | G: 9% | H: i | I: -4

O=S(=O)(Nc1ccc2c3c(cccc13)CC2)c1ccc(F)cc1
  A: -4% | B: -1% | C: -3% | D: 0% | E: ? | F: 3% | G: 29% | H: i | I: 8

Cc1ccccc1C(=O)N1CCC(C(=O)N2CCN(Cc3ccc4c(c3)OCO4)CC2)CC1
  A: 3% | B: -7% | C: 1% | D: 8% | E: -13% | F: 8% | G: 8% | H: i | I: -5

COC(=O)[C@H](CO)N1C(=O)[C@@H]2[C@H](C1=O)C1C=C[C@H]2C1
  A: 11% | B: -9% | C: 12% | D: -6% | E: 7% | F: 0% | G: 8% | H: i | I: 21

Cc1ccc(NC(=O)CCc2c(C)nn(-c3ccc(N4CCCCC4)nn3)c2C)cc1C
  A: -27% | B: ? | C: -22% | D: 15% | E: 0% | F: -4% | G: ? | H: i | I: -3

O=C(Nc1c(C(=O)N2CCOCC2)cnn1-c1ccccc1)c1ccc([N+](=O)[O-])cc1
  A: -2% | B: -12% | C: 4% | D: -2% | E: -4% | F: -5% | G: 0% | H: i | I: 14

CC(C)(C)c1ccc(C(=O)NCCC(=O)NNC(=O)COc2ccccc2F)cc1
  A: -2% | B: -3% | C: -5% | D: 14% | E: ? | F: 3% | G: 7% | H: i | I: 17

CC1(C)CC(=O)C2=C(C1)N(Cc1ccc(F)cc1)C(=O)C2(NC(=O)c1cccnc1)C(F)(F)F (stereo not given)
  A: -1% | B: -4% | C: -3% | D: / | E: -6% | F: -7% | G: 0% | H: / | I: 0

COc1cccc(C2C(C(=O)c3cccs3)=C(O)C(=O)N2CCN(C)C)c1OC (stereo not given)
  A: 8% | B: -4% | C: 3% | D: -17% | E: 9% | F: 1% | G: 10% | H: i | I: 15

CN(CC(=O)Nc1ccccc1Cl)C(=O)COC(=O)C1CC1
  A: 2% | B: -6% | C: 3% | D: 0% | E: 0% | F: 12% | G: 8% | H: i | I: 8
